Screening results from PubChem.
OXTR potentiator: human OXTR potentiation; P30559; CHO-OTR cells, Fluo-8 calcium fluorescence, potentiator mode; 0% = oxytocin EC15, 100% = EC100; activation, % at 3 µM; actives 0.061% (n = 320,000); AID 2445;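 active means activation above that plate's cutoff, the mean activation of tested compounds plus 3 SD, cut at about 6.6% in these data, passing the limit was not always enough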;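 further: 100% uses oxytocin at 75 nM as the full agonist control; some results filed as inactive read as strong as hits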
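assay system = CHO-OTR cells, human receptor | schedule = compound 6 min at room temperature before oxytocin, 100 s read | detection = Fluo-8 intracellular calcium fluorescence, ex 470-495, em 515-575 nm | evaluation = normalized max/min fluorescence ratio, % activation | control set = EC15 oxytocin alone as 0%, 75 nM oxytocin (EC100) as 100%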
M1 PAM: human CHRM1 positive allosteric modulation. P11229. CHO-K1 hM1, Fluo-8 calcium fluorescence, ACh EC20; 0% = ACh EC20, 100% = maximal ACh. activation, % at 3 µM. actives 0.088% (n = 360,000). AID 588819; in the data active means activation above about 19%, passing the limit was not always enough
Target sequence (P11229 whole entry, looked up): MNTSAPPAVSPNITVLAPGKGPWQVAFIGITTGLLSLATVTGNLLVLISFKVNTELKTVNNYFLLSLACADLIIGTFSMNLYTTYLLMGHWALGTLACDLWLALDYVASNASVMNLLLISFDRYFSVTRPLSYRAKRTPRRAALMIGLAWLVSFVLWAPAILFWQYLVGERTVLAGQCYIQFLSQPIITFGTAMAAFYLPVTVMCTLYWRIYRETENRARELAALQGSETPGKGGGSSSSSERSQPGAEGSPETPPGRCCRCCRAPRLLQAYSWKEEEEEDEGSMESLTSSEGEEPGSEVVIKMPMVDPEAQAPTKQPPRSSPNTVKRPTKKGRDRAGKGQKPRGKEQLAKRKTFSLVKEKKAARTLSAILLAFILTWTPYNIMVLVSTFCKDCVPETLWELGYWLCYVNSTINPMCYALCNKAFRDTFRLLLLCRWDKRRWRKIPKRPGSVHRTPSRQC
CHO parental Ca: signal in parental CHO cells, OX1R antagonist counter-screen; parental CHO-K1, ATP-induced calcium, Fluo-8 fluorescence; inhibition, % at 5.6 µM; actives 0.63% (n = 330,000);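 active means inhibition above that plate's mean sample inhibition plus 3 SD, cut at about 26% in these data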;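 further: 0% = ATP-challenged DMSO wells and 100% = DMSO wells without ATP; some compounds past the cut are filed as inactive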
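Assay system: parental CHO cells; Read-out basis: percent inhibition of ATP-evoked calcium rise, normalized to controls; Benchmarks: ATP and no-ATP DMSO wells; Compound dosing: single nominal dose of 5.6 µM per compound; Signal: Fluo-8 calcium dye fluorescence; Also added: ATP as calcium-mobilizing challenge; Repeats: singlicate.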
M1 antag: antagonists of human M1 muscarinic receptor | P11229 | CHO-K1 hM1, Fluo-8 calcium fluorescence, ACh EC80 antagonist | inhibition, % at 3 µM | actives 1.3% (n = 360,000) | AID 588852;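 active means percent inhibition above its own plate's cutoff, namely the mean of that plate's compound wells plus 3 SD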;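 further: peak over basal fluorescence ratio during 140 s after agonist addition; 0% = ACh EC80 plus DMSO and 100% = DMSO alone without agonist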
OXTR ag: agonists of human oxytocin receptor | P30559 | CHO-OTR cells, Fluo-8 calcium fluorescence; normalized: DMSO 0%, oxytocin 100% | activation, % at 3 µM | actives 0.32% (n = 320,000) | AID 2435;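 active means activation above the mean of all tested compounds plus 3 SD, cutoff set per screening run, cut at about 20% in these data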;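 further: peak over basal fluorescence ratio from a 100 s FLIPR kinetic read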
CHRM1 agonist: activates human CHRM1 receptor. P11229. CHO-K1 hM1, Fluo-8 calcium fluorescence, agonist mode; 0% DMSO, 100% acetylcholine EC100. activation, % at 3 µM. actives 0.33% (n = 360,000). AID 588814;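 active means activation above the run's mean compound activation plus 3 SD, cut at about 16% in these data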;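 further: peak over basal fluorescence ratio within a 140 s kinetic read after compound addition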
TAAR1 agonist: agonists of human TAAR1. Q96RJ0. CHO RD-HGA16 TAAR1, Fluo-8 calcium fluorescence; vehicle wells 0%, saturating PEA agonist 100%. activation, % at 3 µM. actives 0.99% (n = 360,000). AID 624467;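 active means activation above the mean activation of all test compounds in the run plus 3 SD, cut at about 38% in these data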
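Assay system: CHO-derived RD-HGA16 cells with stable Gα16 and human TAAR1; timing: 17-24 h seeding, 75 min 37 °C dye, 30 min RT; read-out: % activation from peak over basal fluorescence ratio, DMSO-to-PEA scaled; measured by: kinetic Fluo-8 calcium fluorescence; benchmarks: low control DMSO, high control PEA (EC100); doses: 3 µM single concentration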
TAAR1 antag: human TAAR1 antagonism; Q96RJ0; CHO RD-HGA16 TAAR1, Fluo-8 calcium fluorescence, antagonist; inhibition, % at 3 µM; actives 1.5% (n = 360,000);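 active means inhibition above a per-plate cutoff, the mean inhibition of test compounds on that plate plus 3 SD, cut at about 49% in these data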;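 further: 0% = DMSO plus EC80 beta-PEA response and 100% = DMSO alone without agonist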
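Test system: CHO RD-HGA16 cells bearing hTAAR1 | Reagent: β-PEA, EC80 | Compound dosing: 3 µM, single point | Schedule: Dye loading 75 min at 37 °C, then 30 min room temperature | Signal: Calcium fluorescence with Fluo-8 | Evaluation: Percent inhibition of PEA-evoked calcium signal, max/basal emission ratio | Control set: DMSO-only wells and EC80 β-PEA-stimulated wells | Repeats: Singlicate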
V1R ag counter: counter-screen for oxytocin receptor agonists: human V1a receptor agonists. activation, % at 3 µM. actives 0.25% (n = 320,000). CHO-V1R cells, Fluo-8 calcium fluorescence, agonist mode; 0% DMSO, 100% 3 nM vasopressin;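 active means activation above the mean activation of all tested compounds plus 3 SD, per screening run, cut at about 20% in these data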;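 further: signal is peak over basal fluorescence ratio across a 100 second FLIPR read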
Target sequence (P37288 whole entry, looked up): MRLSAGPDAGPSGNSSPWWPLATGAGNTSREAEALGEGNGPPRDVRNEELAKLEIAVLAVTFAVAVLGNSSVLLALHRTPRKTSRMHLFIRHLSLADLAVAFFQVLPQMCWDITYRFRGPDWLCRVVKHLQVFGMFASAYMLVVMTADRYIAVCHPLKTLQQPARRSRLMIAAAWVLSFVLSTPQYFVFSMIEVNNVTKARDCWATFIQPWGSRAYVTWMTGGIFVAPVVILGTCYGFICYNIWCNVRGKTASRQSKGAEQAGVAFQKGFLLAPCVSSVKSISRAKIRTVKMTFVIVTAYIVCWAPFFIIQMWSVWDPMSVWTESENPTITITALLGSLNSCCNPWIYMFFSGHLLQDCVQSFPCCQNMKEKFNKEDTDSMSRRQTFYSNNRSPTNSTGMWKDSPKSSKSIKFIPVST
Numbers without * were called inactive; . = no result given.

SMILES	OXTR potentiator	M1 PAM	CHO parental Ca	M1 antag	OXTR ag	CHRM1 agonist	TAAR1 agonist	TAAR1 antag	V1R ag counter
O=C(NCc1ccc(F)cc1)c1cc(-c2ccco2)on1	8	5	32*	-7	-1.6	-6	38*	20	0.2
N#C/C(=C\c1ccccc1)C(=O)OCC(=O)N1CCCC1	-4	1	-9	2	0.7	-1	5	1	-0.8
C[C@H]1CN([C@@H](C)CO)C(=O)c2cc(NC(=O)NC3CCCCC3)ccc2O[C@H]1CN(C)C(=O)Nc1ccc(C(F)(F)F)cc1	-2	0	5	-8	0.9	-3	0	12	1.0
O=C(Cn1cncn1)N/N=C/c1cccc(Cl)c1	2	13	6	-18	-1.1	0	5	-11	1.2
O=C(N=C1SC2CS(=O)(=O)CC2N1c1ccc(F)cc1F)C1CC1 (stereo not drawn)	2	8	-16	-10	0.2	-3	3	-15	1.1
O=C(O)c1cccc(N/N=C/c2cccc3ccccc23)c1	-13	0	2	4	0.5	-1	-1	3	-0.1
COc1ccc(N=C(C)C2=C(O)CSC2=O)cc1	-7	-1	-4	9	0.1	3	2	-16	-0.3
CC(C)CCN(Cc1ccco1)S(=O)(=O)c1ccc(-c2ccc(=O)[nH]n2)s1	-11	0	-16	-1	-1.7	0	4	4	0.1
COc1ccc2nc(SCCC(=O)O)cc(C)c2c1	-17	14	-9	-18	-0.3	-2	3	-7	-0.8
O=C(NCc1ccco1)c1ccccc1F	-3	9	-1	-6	0.3	-1	6	6	0.6
COc1ccc(NC(=O)C(=O)NCCO)cc1Cl	-4	1	-9	-6	2.4	0	3	-17	1.9
O=C(Cn1cnc2ccccc2c1=O)c1c[nH]c2ccccc12	-5	-1	-8	-4	0.7	-3	14	-6	1.4
CC(C)(C)OC(=O)[C@H](Cc1ccccc1)NC(=O)c1nc[nH]c1C(=O)N1CCN(c2ccccc2)CC1	6	14	-24	0	-1.3	-3	29	44	-0.5
COC(=O)c1cc(C(=O)N2CCN(c3cccc(Cl)c3)CC2)cc([N+](=O)[O-])c1	-13	-19	-15	18	-1.5	-6	1	9	0.4
CCN(CC)S(=O)(=O)c1ccc2c(c1)nc(SCC(=O)NC1CC1)n2-c1ccccc1OC	-12	3	-13	-5	-1.1	-4	5	-4	0.3
CCCCCC(=O)Nc1nc(C)c(-c2csc(Nc3cc(Cl)ccc3OC)n2)s1	-8	25	-11	-11	-0.7	2	-1	-13	-0.8
COc1cc(OC)cc(-c2nnc(SCC(=O)N3CCCc4ccccc43)o2)c1	-11	2	-7	-4	2.6	-6	7	2	-0.1
NC(=O)c1ccc(NS(=O)(=O)c2ccc(S(=O)(=O)N3CCCC3)cc2)cc1	.	9	.	-16	.	-7	2	2	.
CC1CN(C(=O)c2ccccc2C(=O)c2ncc[nH]2)CC(C)O1 (stereo not drawn)	-11	-2	1	2	1.0	-3	40*	-25	0.9
CC(C)c1ccc(NC(=O)CSc2nc(=O)[nH]c3c2CCCC3)cc1	-15	11	5	-16	-2.2	-1	3	-7	-0.7

The closing 2 records of the section before open the next one.
SMILES	OXTR potentiator	M1 PAM	CHO parental Ca	M1 antag	OXTR ag	CHRM1 agonist	TAAR1 agonist	TAAR1 antag	V1R ag counter
CC1CN(C(=O)c2ccccc2C(=O)c2ncc[nH]2)CC(C)O1 (stereo not drawn)	-11	-2	1	2	1.0	-3	40*	-25	0.9
CC(C)c1ccc(NC(=O)CSc2nc(=O)[nH]c3c2CCCC3)cc1	-15	11	5	-16	-2.2	-1	3	-7	-0.7
N#CCCn1cc(CNC2CCC(O)CC2)c2ccccc21 (stereo not drawn)	-11	11	1	-13	0.1	-8	1	-8	-0.2
COCCNC(=S)N(c1ccccc1)C(C)C	-28	8	8	1	0.3	2	0	-10	-1.1
CN(C)c1ccc(NC(=O)c2cc3c(=O)n4ccccc4nc3n2C)cc1	-7	2	-17	-6	-2.0	-2	3	-4	-1.2
O=C(NCc1ccccc1)c1ccc(-c2ccccc2C(F)(F)F)o1	-6	-2	-13	6	-0.8	-7	5	0	-1.4
N#CC1=C(N)N(c2ccc(F)cc2)C2=C(C1c1ccc(O)cc1)S(=O)(=O)CC2 (stereo not drawn)	.	3	.	-1	.	-6	9	40	.
COC(=O)c1cc(NC(=O)CN(C)C2CCS(=O)(=O)C2)cc(C(=O)OC)c1 (stereo not drawn)	-1	9	-17	-6	0.7	2	2	-26	-0.3
CCSc1nnc(NC(=O)C2CCN(S(=O)(=O)c3c(C)c(C)cc(C)c3C)CC2)s1	-1	.	-14	.	0.4	.	.	.	1.2
CCOc1ccc(OCC)c(NC(=O)CNS(=O)(=O)c2cccs2)c1	-21	8	-17	-7	-2.6	-4	-3	-2	-1.3
CCN(C(=O)COC(=O)c1cc([N+](=O)[O-])ccc1N1CCOCC1)C1CCCCC1	0	10	-22	-19	-1.7	-2	1	5	-1.1
COc1ccc(Br)cc1/C=C/C(=O)Nc1c(C)cccc1C	-3	-9	-21	14	-0.5	-3	0	-5	-0.3
CCN(CC)c1ccc(/C=C2\C(=O)N(c3nnc(C)c(=O)[nH]3)N=C2C)cc1	-3	-2	-10	5	2.1	0	6	-26	0.7
Cc1ccc(NC(=O)/C(=C/c2cccc([N+](=O)[O-])c2)NC(=O)C2CCCCC2)c(C)c1	6	4	-8	-2	0.2	-5	-3	-2	-0.4
O=C(CN1CCN(S(=O)(=O)c2ccc(F)c(Cl)c2)CC1)N1CCNC1=O	0	10	-8	-11	1.8	-1	2	-6	0.8
CCOC(=O)c1cc(C#N)c(N2CCN(C(=O)c3cccc(C(F)(F)F)c3)CC2)nc1C(F)(F)F	-10	-4	-15	9	-2.4	-3	2	2	2.3
Cc1cc(NC(=O)CCC(=O)N(Cc2cccs2)C(C)(C)C(=O)NC2CCCCC2)no1	-2	9	-4	-11	0.5	-4	-2	6	-0.2
COc1ccc(NC(=S)N2CCC(C(=O)N3CCCCCC3)CC2)cc1	-5	3	2	1	1.0	-7	-1	-9	0.7
O=C(O)c1ccccc1C(=O)c1ccc(-c2ccccc2)cc1	-3	4	-2	-1	-0.6	-6	3	-28	0.3
CC(Oc1ccccc1F)c1nnc(SCC(=O)N(c2ccccc2)C2CCS(=O)(=O)C2)o1 (stereo not drawn)	-8	7	-18	1	0.8	-6	2	-19	2.5
O=C1c2ccncc2C(=O)N1Cc1cccc(Cl)c1	-2	9	5	-13	0.2	-2	15	-9	1.0
O=C(CSc1ccsc1[N+](=O)[O-])Nc1cc(F)ccc1F	.	6	.	-2	.	-10	-2	7	.

Further structures.
SMILES	OXTR potentiator	M1 PAM	CHO parental Ca	M1 antag	OXTR ag	CHRM1 agonist	TAAR1 agonist	TAAR1 antag	V1R ag counter
C[C@@H]1CN([C@H](C)CO)C(=O)CCCn2nncc2CO[C@H]1CN(C)S(=O)(=O)c1ccc(-n2cccn2)cc1	.	5	.	-14	.	-4	1	-3	.
COc1nc(OC)nc(N2CCC(C(=O)NC3CCCCCC3)CC2)n1	5	2	-3	2	0.8	-3	15	1	-0.3
Cc1ccc2c(c1)C=CC(C)(C)S2(=O)=O	-7	-4	5	13	0.7	-4	3	-24	0.3
CN(c1ccccc1)S(=O)(=O)c1cccc(NC(=O)c2nn(C)c(=O)c3ccccc23)c1	-11	-9	-7	9	0.8	-4	10	59*	1.2
COc1ccc(-c2cn[nH]c2-c2ccc(OCC(=O)NN)cc2O)cc1	.	10	.	0	.	-1	2	5	.
CCCNC(=O)c1nnsc1S(=O)(=O)c1ccc(Cl)cc1	.	-20	.	96*	.	-6	3	24	.
CC(C)C(=O)Nc1cccc(NC(=O)c2cccnc2)c1	-11	5	-10	-7	-0.3	-2	0	6	1.0
Nc1nc2ccccc2n1CCN1CCCC1	-3	1	-5	-2	1.3	-6	.	.	0.9
COCCN1C[C@@H](CO)O[C@@H](n2cnc3c(N4CCOCC4)ncnc32)C1	.	5	.	-8	.	0	2	-18	.
CCn1c(SCC(=O)c2ccccc2)nnc1-c1cnccn1	-1	12	-17	-11	0.2	1	3	0	0.3
Cc1ccnc(SC2CC(=O)N(c3ccc(F)cc3)C2=O)n1 (stereo not drawn)	-7	10	7	-16	-0.7	-1	5	-1	-0.2
O=C(CSc1ncn(-c2ccccc2)n1)Nc1nccs1	1	7	-4	-3	0.3	-2	5	0	1.1
O=C(Nc1ccc2ccccc2c1)Nc1ccc2snnc2c1	-21	-20	55*	33*	16	10	16	48	14
COC(=O)CN1CCN(C(=O)c2ccc(F)cc2)c2ccccc2C1	-11	2	0	-19	-0.1	-4	12	-5	0.8
NC(=S)NN=C1CCSCC1	.	13	.	-10	.	3	2	-19	.
Cc1noc(NC(=O)c2ccc(Cl)c(Cl)c2)c1Cl	-14	5	1	4	5.3	0	13	-9	6.1
Cc1ccc(N(CC(=O)Nc2cc(C)cc(C)c2)S(=O)(=O)c2cccc3nonc23)cc1	-9	4	-12	-8	-1.5	-4	8	-26	-0.1
CCn1cc(C(=O)NP(=O)(Nc2ccc(C)cc2)Nc2ccc(C)cc2)c2ccccc21	-2	10	5	-9	-0.2	2	0	-6	-1.3
CC1CCC(C(=O)NC(C(=O)NCc2ccccn2)C(C)C)CC1 (stereo not drawn)	-9	8	-30	-4	-1.1	-4	0	6	0.0
COc1ccc(Cl)cc1C(=O)NC1CC(C)(C)NC(C)(C)C1	.	8	.	-12	.	-3	2	-8	.

Continuation.
SMILES	OXTR potentiator	M1 PAM	CHO parental Ca	M1 antag	OXTR ag	CHRM1 agonist	TAAR1 agonist	TAAR1 antag	V1R ag counter
COc1ccccc1CNC(=O)Cn1ccsc1=N	3	4	15	0	2.3	-7	2	-10	1.8
CCN(C#N)c1nc(NC(C)C)nc(NC(C)(C)C)n1	-9	5	-16	6	-0.1	2	17	-3	7.0
CCOC(=O)C1CCCN(C(=O)c2ccccc2NC(C)=O)C1 (stereo not drawn)	1	4	1	-6	-0.7	0	4	-10	0.8
C(=N\Nc1nc(Nc2ccccc2)nc(Nc2ccccc2)n1)/c1ccncc1	10	4	-35	-5	-1.0	-12	2	-1	-1.0
COc1ccc(NC(C)=O)cc1S(=O)(=O)Nc1ccc(S(=O)(=O)N2CCCCC2)cc1	-3	9	1	-9	1.4	5	2	-8	1.5
CCC(=O)N1CCN(C(=O)c2ccccc2)CC1	-1	-26	4	58	0.2	-7	2	-17	0.8
O=C(CSc1ccccc1C(=O)NCc1ccccc1)NC12CC3CC(CC(C3)C1)C2	-13	-10	-26	6	0.2	-6	10	40	1.3
